TNAP activation fold – stimulation of alkaline phosphatase TNAP activity – biochemical, luminescent, no phosphate acceptor, uHTS, primary screen (AID 1001); purified TNAP, luminescent activation assay, no phosphate acceptor; higher activation fold means a stronger effect; one-dose activation fold at 20 µM; EC50 in µM for titrated hits; 0.03% of 200,000 active; in the data active means activation fold from about 3, or a potency from the dose series; inactive means the rest, 99 in 100 with activation fold below about 1.6; further: many of its hits are not listed in these tables
WT yeast gro inh – growth inhibition of WT yeast, mitochondrial fusion screen. mitochondrial fusion phenotypic screen, WT strain. inhibition, % at 10 µM. 2.1% of 190,000 active; in the data active means inhibition above about 58%; tested in S. cerevisiae
Salmonella PhoP GFP – PhoP-dependent GFP reporter repression – Salmonella Typhimurium, primary screen (AID 1863) | one-dose inhibition, % at 50 µM; IC50 in µM for titrated hits | 0.16% of 300,000 active | S. Typhimurium PhoP-regulated promoter GFP reporter, 4 h; higher % means a stronger effect;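 active means inhibition over 29.93%, a cutoff 3 SD above the screen mean, later confirmed by dose response; inconclusive means inhibition over 29.93% but no dose response follow-up; inactive means inhibition at most 29.93% or unconfirmed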;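 further: 0% = low Mg2+ inducing control and 100% = high Mg2+ repressing control; strong numbers were not always called active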
PMI inhibition – MPI inhibition at elevated mannose 6-phosphate – biochemical, fluorescence intensity, high mannose 6-phosphate, primary screen (AID 1220). recombinant PMI enzyme, coupled fluorescence intensity; higher % means a stronger effect. one-dose inhibition, % at 20 µM; IC50 in µM for titrated hits. 0.66% of 190,000 active
RSV CPE inhibition – RSV antiviral activity via CPE protection, HEp-2 cells, primary 10 µM value included (AID 2391). HEp-2 cells, RSV-induced CPE inhibition; higher % means a stronger effect. one-dose CPE inhibition, % at 10 µM; IC50 in µM for titrated hits. 0.13% of 310,000 active; in the data active means a potency from the dose series; inconclusive means CPE inhibition mostly from about 23% at the one dose, without a potency; inactive means the rest, 99 in 100 with CPE inhibition below about 21%; further: strong numbers were not always called active
XIAP displacement – XIAP antagonists, biochemical, IAP family, fluorescence polarization (AID 1018). XIAP BIR domain, fluorescence polarization peptide displacement; higher % means a stronger effect. 0.007% of 200,000 active. displacement, % at 20 µM; hits with a dose series show IC50 in µM; in the data active means displacement above about 50%; further: a part of the inactive calls stands beside numbers as strong as those of hits
SIAH1 antagonists – blockers of Siah-1 interaction with plectin peptide – biochemical, fluorescence polarization, rhodamine-plectin, uHTS, primary screen (AID 1817). Siah-1 / rhodamine-plectin peptide fluorescence polarization; higher % means a stronger effect. displacement, % at 20 µM; hits with a dose series show IC50 in µM. 0.02% of 290,000 active;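 active means displacement of at least 50% at 20 µM, with a fluorescence ratio check between 0.3 and a set limit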;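 further: plate controls were Siah plus tracer with DMSO for no effect and tracer alone without Siah for full effect; strong numbers were not always called active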
Myeloid diff MLP – compounds promoting myeloid differentiation. ER-HoxA9 myeloid progenitors, lysozyme-GFP differentiation, flow cytometry. calls only at 10 µM. 1% of 360,000 active. AID 624256;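 active means normalized GFP-positive differentiation at or above the plate's own cutoff, the solvent-only control mean plus 3 SD; inconclusive means no clear call, values can overlap the other calls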;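 further: cells exposed to compound for four days before flow analysis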
human PMI inhibition – MPI enzyme activity inhibition – biochemical, fluorescence intensity, coupled assay, primary screen (AID 1209). purified PMI enzyme, coupled fluorescence intensity; higher % means a stronger effect. inhibition, % at 20 µM; hits with a dose series show IC50 in µM. 0.42% of 190,000 active;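 further: plate controls were DMSO vehicle for no effect and wells lacking substrate for full effect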
WT yeast gro inh mutant strain – also measured in WT yeast gro inh; calls as there; inhibition, %; mitochondrial fusion phenotypic screen, mutant strain inhibition
Myeloid diff MLP GFP+ MAC1+ % – further read-out of Myeloid diff MLP, marked with its call; GFP+ MAC1+ double positive, %; measured here: differentiation confirmed by MAC1 staining
Numbers without * were called inactive; i = inactive; ? = inconclusive; . = not tested or not shown. Unless noted, no stated cut-off is given here; in the data, active means inhibition above about 50%; inactive means the rest. Compounds were not picked by outcome, and some 3.1% of all compounds hit somewhere here.

SMILES	TNAP activation fold	WT yeast gro inh	WT yeast gro inh mutant strain	Salmonella PhoP GFP	PMI inhibition	RSV CPE inhibition	XIAP displacement	SIAH1 antagonists	Myeloid diff MLP	Myeloid diff MLP GFP+ MAC1+ %	human PMI inhibition
CCC(=O)N1CCc2cc(S(=O)(=O)NCCC(=O)N3CCc4ccccc4C3)ccc21	1	8	1	-5%	1%	?	-7.0%	-6%	i	1.3	6%
Cc1sc2c(c1C)CN(CCN1CCOCC1)CN2C(=O)c1ccccc1	1.1	-7	-14	-5%	18%	-0.3%	-2.0%	3%	i	0.3	14%
COc1cccc(/C=N/NC(=O)CCc2c(C)n[nH]c2C)c1	1	-4	1	2%	-6%	2.6%	-4.6%	1%	i	1.0	-2%
CC(C)c1cc(-c2cc(C(=O)NCc3ccccc3)on2)nc(NC2CCCC2)n1	.	.	.	-2%	.	15%	.	4%	i	0.6	.
CC(=O)N1CCN(C(=O)c2cccc(S(=O)(=O)Nc3ccc(C)cc3)c2)CC1	1.1	-5	17	-1%	-4%	0.6%	-3.2%	9%	i	0.9	8%
CCc1ccccc1NC(=O)CN(C)S(=O)(=O)c1ccc2c(c1)c(=O)n(C)c(=O)n2C	1.2	-5	-14	8%	-1%	1.5%	-0.9%	3%	i	2.6	2%
COC(CNC(=O)C1CCCN1C(=O)OCc1ccccc1)OC (stereo not given)	1.1	-15	12	-1%	-4%	0.9%	-5.8%	1%	i	1.0	-15%
COc1cc(C(=O)Nc2nc3ccccc3[nH]2)cc(OC)c1OC	1.1	20	10	-15%	-1%	1.8%	1.2%	2%	i	2.1	-4%
Cc1noc(C)c1CSc1nnc(C)c(=O)[nH]1	1	7	-5	3%	5%	1.6%	-5.8%	2%	i	0.8	-2%
O=C(CC12CC3CC(CC(C3)C1)C2)Nc1cccc2ncccc12	1.1	10	20	-5%	0%	0.0%	1.5%	-2%	i	8.7	0%
COc1cc(NC(=O)c2cccnc2)c(OC)cc1NC(=O)c1ccc(Br)cc1	.	.	.	-8%	.	5.7%	.	0%	i	2.2	.
N/C(Cc1ccc([N+](=O)[O-])cc1)=N\OC(=O)c1ccc([N+](=O)[O-])cc1	1.2	8	-19	9%	6%	.	-1.5%	3%	i	0.6	9%
O=P(c1ccccc1)(c1ccccc1)C(O)c1ccncc1 (stereo not given)	1.1	-7	-4	0%	-9%	1.2%	-0.5%	1%	i	2.7	-10%
CC1CCCN(CC(=O)N2c3ccccc3Sc3ccccc32)C1 (stereo not given)	1	-13	-17	-2%	10%	0.5%	-3.6%	0%	i	1.0	8%
COc1cccc(-n2cc(C(=O)NCCCOC(C)C)c3ccccc3c2=O)c1	.	.	.	1%	.	0.7%	.	6%	i	1.1	.
O=C(CC(=O)N/N=C\c1c(Cl)cccc1Cl)NCc1ccccc1	1.1	5	15	1%	1%	1.1%	-1.9%	3%	i	2.3	0%
Nc1c(-c2n[nH]c(=S)n2-c2ccc(Cl)cc2Cl)cnn1-c1ccccc1	.	.	.	-4%	.	2.2%	.	9%	i	0.4	.
CN(C)C(=S)NC(C)(C)C	.	.	.	-5%	.	1.0%	.	6%	i	0.2	.
CCCc1cc(=O)[nH]c(SCC(=O)N(CC(C)C)C2CCS(=O)(=O)C2)n1 (stereo not given)	1.1	6	12	4%	-7%	0.0%	0.2%	0%	i	0.5	3%
COc1ccc(CN2CC34C=CC(O3)C(C(=O)O)C4C2=O)cc1 (stereo not given)	1.1	11	6	13%	1%	2.0%	0.9%	1%	i	1.9	-6%
Cc1ccc(-n2c(CNc3ccc(F)cc3)nnc2SCC(=O)N2CCCC2)cc1	1.1	-3	8	6%	-1%	1.1%	-7.9%	4%	i	1.1	7%
CCN(CC)S(=O)(=O)c1ccc(NC(=O)Cn2c(=O)sc3ccccc32)cc1	1	18	23	0%	18%	1.9%	-15%	-3%	i	0.6	13%
CN(C(=O)COC(=O)c1cc(F)c(F)cc1Cl)c1ccccc1	.	.	.	-3%	.	0.8%	.	-2%	i	0.6	.
Cc1cc(SCC(=O)c2ccccc2)n2ncc(-c3ccccc3)c2n1	.	.	.	0%	.	4.6%	.	-6%	i	0.6	.
CSc1ncccc1C(=O)Nc1ccc(F)c(F)c1F	1.1	-19	-27	-10%	2%	-1.1%	-3.5%	-1%	i	0.4	3%
COc1ccc(CCNC(=O)CSc2nnc(Cc3cccn3C)n2C)cc1OC	1.1	-6	0	0%	-4%	1.2%	-3.3%	4%	i	1.2	-5%
CCOC(=O)c1ccccc1NC(=S)N1CCC(C)CC1	1.1	7	1	8%	-4%	0.8%	-6.8%	5%	i	1.1	10%
Cn1cnnc1SCC(=O)NN(c1ccccc1)c1ccccc1	1	9	-10	0%	-3%	0.5%	-2.7%	-1%	i	0.2	4%
COc1ccc(-c2oc3cc(O)c(OC)c(O)c3c(=O)c2OC)cc1	.	.	.	-1%	.	1.4%	.	-10%	i	0.8	.
Cc1cccc(NC(=O)CSc2ccc3nnc(-c4cccnc4)n3n2)c1	.	.	.	1%	.	4.6%	.	-1%	i	1.0	.
COc1ccc(N/C(N)=N/c2nc(C)cc(=O)[nH]2)cc1	.	.	.	2%	.	2.4%	.	-2%	i	0.8	.
OCCNc1nc(Nc2ccccc2)nc(Nc2ccccc2)n1	1.1	5	1	-3%	3%	7.7%	-0.4%	0%	i	0.5	6%
Cc1ncc([N+](=O)[O-])n1CCOC(=O)c1ccc(Br)cc1	1	9	10	-4%	8%	1.1%	-5.4%	1%	i	0.4	10%
Nc1ccc(C(=O)N/N=C/c2cccc(Oc3ccccc3)c2)cc1	.	.	.	18%	.	1.3%	.	0%	i	1.2	.
c1ccc(OCc2cc(-c3ccccc3)no2)cc1	1.1	-6	-8	3%	4%	2.4%	-6.9%	-6%	i	0.2	3%
COc1ccc2nc(C)cc(N3CC(C)OC(C)C3)c2c1 (stereo not given)	1.1	3	3	-4%	-1%	1.0%	-8.6%	0%	i	2.8	-2%
Cc1occc1-c1nnc(SCC(=O)N2CCOCC2)n1Cc1ccco1	1	-12	16	-5%	-13%	0.1%	-5.0%	-3%	i	1.9	-10%
Cn1cc(/C=C2\SC(=S)N(NC(=O)c3ccccc3)C2=O)c2ccccc21	0.6	0	1	1%	-2%	1.7%	-5.2%	2%	i	0.6	10%
Cc1ccccc1Cn1c(C)nc2ccccc21	.	.	.	9%	.	0.7%	.	4%	i	1.0	.
Cc1cc(-c2n[nH]c(=S)n2-c2ccc(C)c(C)c2)no1	1	-11	13	-10%	-2%	2.4%	-6.6%	-4%	i	0.8	1%
CC1(C)CN(c2ccsc2C(=O)O)C1=O	1.1	-2	13	-4%	-10%	-0.3%	-6.0%	-1%	i	0.6	-5%
CC1CN(C(=S)Nc2cccc(F)c2)CC(C)O1 (stereo not given)	.	.	.	3%	.	0.1%	.	1%	i	0.2	.
Cc1cc(C)n(C(=O)C(C)N2C(=O)c3ccccc3C2=O)n1 (stereo not given)	1.1	5	-5	5%	7%	0.4%	-6.1%	2%	i	4.9	4%
c1ccc(-c2ccn3nnnc3n2)cc1	1	1	-1	6%	-18%	1.7%	-0.2%	2%	i	1.0	-17%
Cc1cc(=O)c2cc(NC(=O)c3ccccc3Cl)ccc2[nH]1	.	.	.	1%	.	3.4%	.	1%	i	0.5	.
Cc1cc(N)n(-c2ncnc3scc(-c4ccccc4)c23)n1	1.1	6	-4	-5%	3%	1.4%	-2.2%	-4%	i	0.5	6%
CC(C)CNC(=O)C1CCCN1S(=O)(=O)c1ccc(Cl)cc1 (stereo not given)	1.1	1	-1	-9%	-5%	2.1%	-7.3%	-4%	i	4.6	-4%
N/C(=N\OC(=O)CCCCCN1C(=O)c2ccccc2C1=O)c1ccccn1	1.2	10	13	-6%	2%	-0.6%	-1.9%	-3%	.	.	-1%
CC(=O)NCc1ccc2[nH]c(C)cc2c1	1	-2	-4	3%	-6%	1.1%	-18%	-5%	i	2.4	14%
O=c1[nH]c(CSc2nc3ccccc3s2)nc2ccccc12	.	.	.	-6%	.	1.3%	.	-2%	i	0.8	.
COc1ccc(Cn2c(=O)[nH]c3cc(C(=O)N4CCN(c5ccccc5)CC4)ccc3c2=O)cc1	.	.	.	-1%	.	2.4%	.	6%	i	0.5	.
CCn1c(SCC(=O)NC2CCCCC2)nnc1-c1ccccc1F	.	.	.	-4%	.	2.1%	.	2%	i	1.1	.
Cn1c(COc2ccccc2)nnc1SCc1nc2ccccc2[nH]1	1.3	16	31	29%	-1%	1.4%	0.5%	-1%	i	4.4	2%
COc1cc(NC(=O)c2ccc3c(c2)OCO3)ccc1NC(=O)c1ccco1	1	0	-13	-9%	14%	0.5%	-10%	-2%	i	3.0	5%
COc1ccc2c(c1OC)C(=O)N(c1cccc(C)c1)C2	1.1	11	-3	6%	1%	1.0%	-3.5%	-1%	i	1.3	8%
CCOc1ccc(NC(=O)N(CC(C)C)CC(C)C)cc1	1.2	8	6	4%	6%	3.3%	-3.0%	-5%	i	0.8	7%
CCOc1cc(S(=O)(=O)N2CC=C(c3ccc(F)cc3)CC2)c(OCC)cc1-n1cnnn1	1	12	4	4%	7%	0.8%	-2.9%	1%	?	.	12%
COc1cccc(C(=O)CSc2nc3ccccc3n2CC(=O)N(C(C)C)C(C)C)c1	1	2	-2	3%	-4%	1.4%	-7.4%	8%	i	1.3	-4%
Cc1nc2ccccc2c(=O)n1/N=C/c1ccc(F)cc1	.	.	.	12%	.	3.0%	.	2%	i	0.7	.
CC(C)c1ccc(-n2c(-c3ccccc3)c[n+]3c2CCc2ccccc2-3)cc1	1.2	49	15	1%	-4%	.	-6.1%	4%	?	.	-6%
Continued:
SMILES	TNAP activation fold	WT yeast gro inh	WT yeast gro inh mutant strain	Salmonella PhoP GFP	PMI inhibition	RSV CPE inhibition	XIAP displacement	SIAH1 antagonists	Myeloid diff MLP	Myeloid diff MLP GFP+ MAC1+ %	human PMI inhibition
Cn1c(=O)c2c(nc(NCCOc3ccc(F)cc3)n2C)n(C)c1=O	1	-6	-1	-1%	13%	5.6%	-11%	-4%	i	0.4	6%
COc1cc(C(=O)NCCC(=O)NC2CCCc3ccccc32)cc(OC)c1OC (stereo not given)	.	.	.	0%	.	0.2%	.	-3%	i	1.4	.
COc1cc(NC(=O)Cc2ccccc2)nc(OC)n1	.	.	.	-9%	.	1.6%	.	3%	i	0.7	.
S=C(NCc1cccnc1)Nc1cccc(Cl)c1	1	-5	-3	48%	7%	0.0%	-7.0%	0%	i	0.2	-8%
COc1ccc(Cc2nnc(CCc3ccccc3)s2)cc1	.	.	.	-2%	.	7.1%	.	-2%	i	1.2	.
Cc1nc2scc(C)n2c(=O)c1S(=O)(=O)N1CCN(c2cccc(C(F)(F)F)c2)CC1	.	.	.	1%	.	?	.	-2%	i	0.2	.

From PubChem
